# Screening data (PubChem BioAssay)
# Lipid storage S3: qHTS Assay for Lipid Storage Modulators in Drosophila S3 Cells. Drosophila S3 cells, BODIPY lipid droplet fluorescence, 18-24 h; cells fed with added oleic acid. Potency in µM for hits, for the others lipid storage change, negative = inhibition, % at the top dose, mostly 46.1 µM. 0.64% of 320,000 active. AID 2685; active = well fitted inhibition curve with a large enough effect in the signal ratio, with a control signal flat, not every such curve was filed as active; inconclusive = small, poorly fitted or top-dose-only effect, or effect the other way, or a change in a side signal; the % refers to the signal ratio
#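 Laser-scanning cytometry quantifies lipid droplet accumulation (500–530 nm total intensity; droplet/cell object ratio) in oleic acid-fed (400 uM added) Drosophila S3 cells treated with a concentration series. 20 uM Triacsin C defined 100% inhibition.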
# Lipid storage S3 cell count max: recorded beside Lipid storage S3, whose call it bears; cell number change, %; measured here: cell count max response;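 cells counted by Cell Tracker Red CMTPX staining in the red channel; peak over a dose series mostly up to 46.1 µM; percent activity relative to internal control wells on each plate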
# Numbers without * were called inactive; i = inactive; ? = inconclusive; nt = not tested or not shown; [ ] = remark or other dose. % is set by controls: 0 for no effect and ±100 for the full control effect; potency is the fitted concentration of half-maximal effect. These rows are one share of the data; rates above refer to the full screens.
No.	structure	Lipid storage S3	Lipid storage S3 cell count max
1	O=C(CCC1CCCN(C(=O)CCCc2ccccc2)C1)N1CCN(c2ccccn2)CC1 (centres undefined)	?	nt
2	O=c1[nH]ncc(N2CCN(C(c3ccccc3)c3ccccc3)CC2)c1Cl	24%	nt
3	Cc1sc(NC(=O)C2CCCCC2C(=O)O)c(C(N)=O)c1-c1ccc(C(C)C)cc1 (centres undefined)	16%	-2
4	Cn1cc(SCC(=O)NCc2ccc3c(c2)OCO3)c2ccccc21	?	nt
5	O=C(Cn1cnc2c(cnn2-c2ccc(F)cc2)c1=O)NCc1ccco1	2%	-2
6	Cc1ccc(-c2csc(NC(=O)c3ccno3)n2)cc1	6%	9
7	CCCCCCn1c(CN2CCN(C(=O)c3ccco3)CC2)nc2c1c(=O)n(C)c(=O)n2C	-13%	-24
8	O=C(Cc1ccccc1)NNC(=O)Nc1ccc(Cl)c(Cl)c1	9%	15
9	Cc1cc(C)nc(NC(=O)c2c(C(=O)O)noc2C)n1	?	nt
10	N#Cc1ccc(-c2c(-c3ccccc3)ncc3cc(F)ccc23)cc1	17%	11
11	COc1ccc(-c2cn3cc(C)ccc3n2)cc1Br	?	nt
12	O=C(CCCN1C(=O)c2ccccc2C1=O)Nc1ccccn1	8%	16
13	Cc1ccc(C(=O)OCC(=O)NNC(=O)COc2ccc(Cl)cc2)c(O)c1	13%	nt
14	CC(=O)c1cccc(NC(=O)CN(c2cccc(F)c2)S(C)(=O)=O)c1	i	nt
15	O=C(COC(=O)c1ccc(Cl)cc1)NC1CCCCCC1	?	nt
16	Cc1cccc(N/C=C(\[N+](=O)[O-])S(=O)(=O)c2ccccc2)c1	?	nt
17	Cn1c(N)c(C(=O)CSc2ncn[nH]2)c(=O)n(C)c1=O	-1%	-8
18	Cc1ccc(NC2=C([N+](=O)[O-])CS(=O)(=O)C2)cc1	?	nt
19	CN(C)c1oc(-c2ccccc2F)nc1C#N	25%	1
20	CCC(C)[C@H](Nc1nc(-c2ccccc2)nc2c1oc1ccccc12)C(=O)O (some centres undefined)	0%	0
21	CCOc1ccc(NC(=O)CCC(=O)Oc2ccc(C)cc2)cc1	?	nt
22	CCCOC(=O)N[C@@H]1C(=O)N2C(C(=O)OCCC)=C(C)CS[C@H]12	?	nt
23	Cc1cccc(C)c1NC(=O)CN1C(=O)COc2ccccc21	?	nt
24	CC1CCc2sc(C(=O)Nc3ccc(N4CCOCC4)cc3)cc2C1 (centres undefined)	i	nt
25	CCCNC(=O)C(Cc1ccc(Cl)cc1)NC(=O)c1ccc(-c2ccccc2)cc1 (centres undefined)	?	nt

# The last 4 entries of the section above open the next one:
No.	structure	Lipid storage S3	Lipid storage S3 cell count max
22	CCCOC(=O)N[C@@H]1C(=O)N2C(C(=O)OCCC)=C(C)CS[C@H]12	?	nt
23	Cc1cccc(C)c1NC(=O)CN1C(=O)COc2ccccc21	?	nt
24	CC1CCc2sc(C(=O)Nc3ccc(N4CCOCC4)cc3)cc2C1 (centres undefined)	i	nt
25	CCCNC(=O)C(Cc1ccc(Cl)cc1)NC(=O)c1ccc(-c2ccccc2)cc1 (centres undefined)	?	nt
26	C/C(=N\O)c1cccc(Br)c1	-12%	1
27	COc1cccc(/C=N/NC(=O)c2ccc3nc[nH]c3c2)c1	0%	2
28	O=C(O)CCC(=O)NCC1OCCc2ccccc21 (centres undefined)	?	nt
29	CC1CC2(CC(C)(C(=O)CSc3nc4ccccc4s3)OC2=O)C(=O)O1 (centres undefined)	?	nt
30	CSc1ncccc1C(=O)Nc1cccc(S(=O)(=O)N(C)c2ccccc2)c1	?	nt
31	COc1ccccc1OCc1nc(-c2cccc([N+](=O)[O-])c2)no1	?	nt
32	Cc1cc(F)ccc1NC(=O)c1cccnc1	-5%	-11
33	O=C(COC(=O)c1ccc(Br)o1)c1ccc(S(=O)(=O)N2CCCCC2)cc1	-13%	-13
34	Cc1cc(NC(=O)CSc2nnnn2-c2ccc(C)c(Cl)c2)no1	?	nt
35	Cc1cc(C[n+]2ccsc2N)c2ncccc2c1	9%	5
36	O=C(CCCN1C(=O)/C(=C/c2cccc(Br)c2)SC1=S)Nc1ccccn1	?	nt
37	O=C(Nc1ccccc1N1CCOCC1)C1Cc2ccccc2CN1C(=O)c1ccco1 (centres undefined)	?	nt
38	Oc1ccc(N=Nc2n[nH]c(-c3ccc(Br)cc3)n2)cc1	5%	-2
39	CC(C)Cc1nc2oc3c(=O)[nH]cnc3c2c2c1CCC2	?	nt
40	COc1ccccc1N1CCN(c2ccc3ccccc3n2)CC1	?	nt
41	COc1ccc(CCNC(=O)C2CC(=O)N(C3CCCCC3)C2)cc1OC (centres undefined)	i	nt
42	CN1C(=O)[C@@H]2[C@@H]3C[C@@H]([C@H]4ON=C(c5ccc(Cl)cc5)[C@@H]34)[C@@H]2C1=O	8%	0
43	CN(C)/C=C1\Oc2ccc3ccccc3c2C1=O	?	nt
44	Cc1ccc(CN2CCSc3sccc3C2=O)cc1	16%	-1
45	CCN(c1ccccc1)S(=O)(=O)c1cc(NC(=O)CSc2n[nH]c(=O)[nH]c2=O)ccc1Cl	4%	20
46	Cc1cc(NC(=O)c2ccc(NC(=O)C3CCCO3)cc2)ccc1Br (centres undefined)	?	nt
47	CCC12CC3CC(C1)CC(C(=O)Nc1nn[nH]n1)(C3)C2	i	nt
48	O=C(NC(Cc1ccccc1)C(=O)O)/C(=C/c1ccc(F)cc1)NC(=O)c1ccccc1 (centres undefined)	-23%	-1
49	Cc1ccc(NC(=O)c2cc(N3C(=O)C=CC3=O)ccc2Cl)cc1C	?	nt
50	C/C(=N/NC(=O)c1ccco1)c1ccc(NC(=O)c2ccc(F)cc2)cc1	0%	18
51	CC1=NN(C(N)=S)C(=O)C1N=Nc1cccc(Cl)c1C (centres undefined)	?	nt
52	COc1ccc(C(=O)Nc2ccccc2C(=O)N2CCN(c3ccccc3)CC2)cc1	i	-1
53	CCOC(=O)C1CCN(S(=O)(=O)c2ccc(OCC)cc2)CC1	?	nt
54	COCCNc1oc(Cc2cccc3ccccc23)nc1C#N	i	8
55	O=C(Cn1c(=O)ccn(Cc2ccccc2)c1=O)Nc1cccc(S(=O)(=O)N2CCOCC2)c1	?	nt
56	O=C(Cn1nnc(-c2ccc(F)cc2)n1)OCC(=O)c1ccccc1	?	nt
57	CCCC(=O)Nc1cccc(NC(=O)c2ccc3c(c2)OCO3)c1	i	22
58	CCOCCCNc1nc2c([nH]1)c(=O)n(C)c(=O)n2C	?	nt
59	O=C(N1CCCCCC1)n1c(Cc2ccccc2)nc2ccccc21	?	nt
60	Cn1cnnc1SC1c2cccc3cccc(c23)C1NS(=O)(=O)c1ccc(Cl)cc1 (centres undefined)	-10%	-3
61	CC1CCCN(CCCOc2ccc(Br)cc2Cl)C1 (centres undefined)	1%	1
62	Cn1cc(C(=O)N/N=C/c2ccc([N+](=O)[O-])cc2)c2ccccc21	?	nt
63	CCOc1ccccc1NS(=O)(=O)c1ccc2[nH]c(=O)ccc2c1	?	nt
64	COc1cc2nc(N3CCN(c4cc(C)ccc4C)CC3)nc(N)c2cc1OC	i	nt
65	CCOC(=O)N1CCN(C(=O)C2CCCN(S(=O)(=O)c3cc(C)ccc3OC)C2)CC1 (centres undefined)	i	8
66	CC(=O)[C@@]1(O)CC[C@H]2[C@@H]3C[C@H](C)C4=CC(=O)CC[C@]4(C)[C@H]3CC[C@@]21C	0%	6
67	CC1CCCCN1CCNC(=O)c1cc2c(-c3ccccc3F)nn(C)c2s1 (centres undefined)	?	nt
68	Cc1ccc(C)c(OCCC(=O)NNC(=O)c2ccccc2F)c1	?	nt
69	CCOC(=O)CSc1cc(-c2ccccc2)nc2ncnn12	-11%	5
70	O=C(Nc1cc2c3c(c1)C1CCCC1CN3CC1CCCC21)c1ccccc1 (centres undefined)	3%	-18
71	CCc1cccc(C)c1NC(=O)CSc1ncn[nH]1	i	nt
72	O=C(Nc1ccccc1N1CCCCC1)c1ccc(N2C(=O)c3ccccc3C2=O)cc1	i	25
73	N#Cc1ccccc1OCC(=O)NCc1ccccc1CN1CCCC1	1%	6
74	CC12CCC(=O)N1C(C(=O)Nc1ccc(Cl)c(Cl)c1)CS2 (centres undefined)	?	nt
75	CCOC(=O)C1CCN(C(=O)CN2C(=O)CSc3ccc(S(=O)(=O)N4CCOCC4)cc32)CC1	-26%	-14

# (continued)
No.	structure	Lipid storage S3	Lipid storage S3 cell count max
76	CCOC(=O)C1CCN(C(=O)CSCc2nc(-c3ccc(OCC)cc3)oc2C)CC1	i	nt
77	Cc1nn(-c2ccccc2)c(Cl)c1/C=C1/C(=N)N2N=C(C(C)C)SC2=NC1=O	-4%	11
78	CN(CCCC(=O)Nc1ccc(Br)cc1F)S(=O)(=O)c1ccccc1	?	nt
79	O=C(Nc1ccc(SC(F)F)cc1)c1cc(-c2ccncc2)nc2ccccc12	?	nt
80	CC(C)Cc1nnc(NC(=O)CCC(=O)N2CCCCC2)s1	14%	-4
81	CN1CCCC(OC(=O)c2cc(Br)ccc2Cl)C1 (centres undefined)	?	nt
82	COc1ccc(CCNC(=O)COC(=O)/C=C/c2cccs2)cc1OC	?	nt
83	COCCNC(=O)C(OC(=O)c1cccs1)c1ccc(F)cc1 (centres undefined)	-2%	0
84	COc1cccc(NC(=O)c2ccco2)c1	i	-4
85	O=C(COC(=O)c1ccc(Oc2ccccc2)cc1)Nc1nnc(-c2ccccc2)o1	?	nt
86	COc1ccc(Cl)cc1C(=O)Nc1cccnc1	-11%	-5
87	CCOC(=O)c1sc(NC(=O)c2cc3c(C)nn(-c4ccccc4)c3s2)nc1C	0%	2
88	Cc1ccccc1NC(=O)NC1(C(=O)N2CCCC2)CCCCC1	0%	4
89	CCCn1c(SCC(=O)NC2CCCC(C)C2C)n[nH]c1=O (centres undefined)	?	nt
90	CC12CC3(C)CC(C)(C1)CC(C(=O)Nc1nn[nH]n1)(C2)C3	?	nt
91	COc1ccc(CC(=O)Nc2ccccc2-c2ccccc2)cc1OC	?	nt
92	O=C(NCC(c1ccco1)N1CCN(c2ccc(F)cc2)CC1)c1ccco1 (centres undefined)	?	nt
93	COC(=O)COc1ccc2c(-c3ccc(OC)cc3)cc(=O)oc2c1	?	nt
94	CCOC(=O)/C(C#N)=C1/C=Nc2ccccc2N1	i	7
95	CC(C)n1c(SCc2ccc(Cl)cc2)nc2c1c(=O)[nH]c(=O)n2C	?	nt
96	O=C(O)c1ccoc1CN1CCCCC1	0%	20
97	CCCc1nnc(NS(=O)(=O)c2ccc(OC)cc2)s1	?	nt
98	O=C(CSCc1ccccc1)N/N=C/c1ccc(OCC(=O)N2CCCCC2)cc1	8%	2
99	CCOc1ccc2noc3c2c1C(=O)c1ccccc1-3	i	nt
100	COC(=O)C1=C(C)NC2=C(C(=O)CC(C)(C)C2)C1c1ccsc1 (centres undefined)	7%	15
101	O=C(NC1CCCC1)C1=COCCO1	?	nt
102	CCC(=O)c1ccc(OC(=O)/C=C/c2cc(OC)c(OC)c(OC)c2)cc1	?	nt
103	COc1ccc(C)cc1NC(=O)C(C)N1CCOCC1 (centres undefined)	?	nt
104	CC(=NCCCn1ccnc1)c1c(C)[nH]n(-c2ccc([N+](=O)[O-])cc2)c1=O	4%	13
105	CCCC(=O)NC(=S)c1c(C)n(C)n(-c2ccccc2)c1=O	i	nt
106	CCOCC(=O)Nc1nc2c(s1)C(=O)CC(C)(C)C2	19%	nt
107	Cc1ccc(NC(=O)c2cc(=O)[nH]c3ccc(S(=O)(=O)N4CCOCC4)cc23)nc1	12%[0.0737 µM]	-7
108	CCc1cc2c3c(c1)C1(C(=O)N3C(C)(C)C=C2C)C(C#N)=C(N)Oc2[nH]c(=O)[nH]c(=O)c21 (centres undefined)	0%	19
109	O=C(NNC(=O)c1cccs1)c1ccc(S(=O)(=O)N2CCCCC2)cc1	?	nt
110	Cc1ccc(S(=O)(=O)n2nc(C)cc2N)cc1	2%	4
111	O=S(=O)(Cc1ccccc1)Nc1ccccc1	-3%	4
112	O=C(Cc1cccs1)N(Cc1ccco1)C1(C(=O)NC2CCCCC2)CCCCC1	?	nt
113	Cc1cc([N+](=O)[O-])nn1CCCC(=O)Nc1cccc(Cl)c1Cl	?	nt
114	O=C(O)COc1ccccc1/C=N/NC(=O)c1cccc(S(=O)(=O)N2CCOCC2)c1	3%	0
115	Cc1ccc(C(=O)N/C(=C\c2cccc([N+](=O)[O-])c2)C(=O)NCc2ccncc2)cc1	?	nt
116	COc1cccc(/C=C(\C#N)c2nc3ccccc3[nH]2)c1OCC(=O)O	?	nt
117	COc1ccc(OCCC(=O)Nc2ccc(S(N)(=O)=O)cc2)cc1	?	nt

# 4 compounds already listed, sorted by formula weight, lowest first:
No.	structure	Lipid storage S3	Lipid storage S3 cell count max
97	CCCc1nnc(NS(=O)(=O)c2ccc(OC)cc2)s1	?	nt
52	COc1ccc(C(=O)Nc2ccccc2C(=O)N2CCN(c3ccccc3)CC2)cc1	i	-1
115	Cc1ccc(C(=O)N/C(=C\c2cccc([N+](=O)[O-])c2)C(=O)NCc2ccncc2)cc1	?	nt
75	CCOC(=O)C1CCN(C(=O)CN2C(=O)CSc3ccc(S(=O)(=O)N4CCOCC4)cc32)CC1	-26%	-14

# A section of the results above:
No.	structure	Lipid storage S3	Lipid storage S3 cell count max
116	COc1cccc(/C=C(\C#N)c2nc3ccccc3[nH]2)c1OCC(=O)O	?	nt
117	COc1ccc(OCCC(=O)Nc2ccc(S(N)(=O)=O)cc2)cc1	?	nt

# Along the list, from the results shown:
# Lipid storage S3 for entries 111–115, in order: -3%, ?, ?, 3%, ?
